ADAM10 inh = ADAM10 inhibition, QFRET primary screen | recombinant ADAM10, EDANS/DABCYL FRET peptide cleavage, 3 h | inhibition, % at 7 µM | 0.62% of 370,000 active | AID 720582;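 active = inhibition above a per-campaign cutoff equal to the mean of compounds falling between control-based bounds plus 3 SD, cut at about 20% in these data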;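 note: 0% = DMSO wells while the 100% control is not disclosed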
proKLK7 act = activates the human kallikrein-7 zymogen; purified proKLK7, EDANS-DABCYL substrate fluorescence; 100% is mature enzyme control, 0% vehicle; 0.9% of 370,000 active; activation, % at 7 µM; P49862; AID 652039;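 active = activation above the mean of all tested compounds plus 3 SD, computed per campaign excluding outliers beyond control limits, cut at about 13% in these data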
NPR1 activator = GC-A (human) enzyme activation. AID 1671463. P16066. HEK293 GC-A cells, cGMP TR-FRET, EC30 ANP; 0% at EC30 ANP, 100% saturating ANP. 0.14% of 370,000 active. activation, % at 10 µM; in the data active = activation above about 40%
ARFGAP1 inhibitor = inhibitors of rat ARFGAP1 | Q62848 | Arfgap1-stimulated ARF1 GTP hydrolysis, GDP FP detection | inhibition, % at 16.5 µM | 0.26% of 360,000 active | AID 651572;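 active = inhibition above a per-plate limit, mean inhibition of low control wells plus 3 SD, cut at about 25% in these data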;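 note: 0% = DMSO wells with enzyme and 100% = wells lacking Arfgap1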
Target sequence (Q62848 1-136 limits assumed): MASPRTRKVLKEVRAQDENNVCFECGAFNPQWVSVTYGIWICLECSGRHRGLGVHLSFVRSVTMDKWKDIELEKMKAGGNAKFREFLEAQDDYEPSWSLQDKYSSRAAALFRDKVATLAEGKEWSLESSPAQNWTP
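Replicates: Single well per compound | Assay system: Truncated rat Arfgap1 GAP domain | Control set: No-Arfgap1 wells (100%) versus DMSO full-reaction wells (0%) | Times: Enzyme reaction 120 min at 25 °C after 20 min preincubation | Reagent: Human ARF1(Δ1-17)-GTP substrate | Measured by: Tracer-displacement fluorescence polarization with EDTA stop, 620/688 nm | Measure: Percent inhibition of Arfgap1-stimulated GTP hydrolysis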
FXN GAA850 act = increases GAA850 frataxin promoter reporter activity | HEK293 lucGAA850 FXN promoter luciferase reporter, 24 h; percent of 10 µM SAHA response | activation, % at 6 µM | 0.56% of 360,000 active | AID 540364;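 active = activation above the average of all compounds screened plus 3 SD, cutoff fixed separately per campaign, cut at about 7.5% in these data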;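 note: 0% = DMSO wells and 100% = 10 µM SAHA wells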
DDE Tn6 FP inh = disrupts Tn6 cyclic peptide binding to fibrin D-Dimer-E complex; Fibrin DD(E) TRITC-Tn6 fluorescence polarization displacement; 0.21% of 370,000 active; P02675; inhibition, % at 8.3 µM; AID 720509;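 active = inhibition above a per-campaign cutoff: mean of compounds within control limits plus 3 SD, cut at about 15% in these data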;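 note: 0% = median of all compound wells on the plate and 100% = blocking peptide control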
Target sequence (P02675 whole entry, looked up): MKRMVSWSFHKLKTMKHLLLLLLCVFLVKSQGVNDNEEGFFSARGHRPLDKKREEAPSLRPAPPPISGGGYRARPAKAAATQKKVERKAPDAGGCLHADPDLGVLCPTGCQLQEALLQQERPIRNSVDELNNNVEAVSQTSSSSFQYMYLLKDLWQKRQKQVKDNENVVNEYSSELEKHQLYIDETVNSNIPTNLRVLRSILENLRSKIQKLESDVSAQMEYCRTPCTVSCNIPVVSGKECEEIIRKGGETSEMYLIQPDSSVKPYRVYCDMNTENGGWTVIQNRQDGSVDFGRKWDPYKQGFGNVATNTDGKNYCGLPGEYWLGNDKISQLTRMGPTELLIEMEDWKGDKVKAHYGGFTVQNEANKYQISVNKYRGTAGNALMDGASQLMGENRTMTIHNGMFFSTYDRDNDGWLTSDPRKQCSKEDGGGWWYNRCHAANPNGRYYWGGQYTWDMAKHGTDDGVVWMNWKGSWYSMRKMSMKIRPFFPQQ
rCAG binder = molecules binding r(CAG) RNA repeats | r(CAG) RNA repeat, TO-PRO-1 dye displacement fluorescence | inhibition, % at 3 µM | 1.3% of 370,000 active;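 active = inhibition above the plate cutoff, the mean of all test compounds on that plate plus 3 SD, cut at about 35% in these data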;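 note: 0% = DMSO alone and 100% = 100 µM mitoxantrone as full dye displacement; higher means more dye released from RNA so lower well fluorescence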
HGIII-sPLA2 inh = Inhibits HGIII-sPLA2 liposome hydrolysis, primary screen. Q9NZ20. QFRET BODIPY PC-A2 liposome hydrolysis, fluorescence. inhibition, % at 12.2 µM. 0.56% of 370,000 active. AID 743126;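 active = inhibition above mean plus 3 SD of compounds lying within the high and low control bounds, cut at about 19% in these data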;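 note: 0% = median of test compound wells and 100% = no enzyme DMSO wells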
ASAP1 GAP inh = ASAP1 ArfGAP inhibition; ASAP1-stimulated ARF1 GTP hydrolysis, GDP FP detection; inhibition, % at 16.5 µM; 0.19% of 360,000 active; in the data active = inhibition above about 25%;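 note: 0% = vehicle with enzyme and substrate and 100% = no enzyme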
Target sequence (Q9ULH1 325-724 limits assumed): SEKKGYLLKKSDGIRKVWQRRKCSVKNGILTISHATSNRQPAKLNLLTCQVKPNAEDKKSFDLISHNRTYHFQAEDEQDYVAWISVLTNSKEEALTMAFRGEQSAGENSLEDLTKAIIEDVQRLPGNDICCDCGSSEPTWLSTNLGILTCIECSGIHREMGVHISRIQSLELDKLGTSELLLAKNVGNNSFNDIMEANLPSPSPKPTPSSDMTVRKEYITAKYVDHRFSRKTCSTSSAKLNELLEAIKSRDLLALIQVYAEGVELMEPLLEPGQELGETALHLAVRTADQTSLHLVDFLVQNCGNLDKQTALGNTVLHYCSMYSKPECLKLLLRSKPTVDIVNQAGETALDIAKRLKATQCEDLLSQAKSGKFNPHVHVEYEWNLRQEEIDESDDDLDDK
NPR2 activator = GC-B (human) receptor activation | 0.11% of 370,000 active | activation, % at 10 µM | HEK293-GC-B cells, CNP EC30, cGMP TR-FRET; 0% at EC30 CNP, 100% saturating CNP;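 active = activation at 10 µM reaching about 35% in either raw or pattern-adjusted values, limit read from the data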
Starred values were filed as active, the others as inactive; . = no result given; & = joins results of further samples.

SMILES | ADAM10 inh | proKLK7 act | NPR1 activator | ARFGAP1 inhibitor | FXN GAA850 act | DDE Tn6 FP inh | rCAG binder | HGIII-sPLA2 inh | ASAP1 GAP inh | NPR2 activator
CCCCCn1c(=O)[nH]c2cc(C(=O)NCCCN3CCCCC3C)ccc2c1=O (stereo not drawn) | -56.3 | -4.7 | 4.1 | 2.0 | -0.4 | -0.8 | 10.8 | -0.1 | -13.5 | -5.4
CCOc1ncccc1C(=O)OCC(=O)Nc1ccc(S(=O)(=O)N2CCCC2)cc1 | -6.3 | 0.5 | -2.6 | 1.4 | -0.8 | -1.9 | 1.7 | 2.6 | 6.2 | 4.5
COc1ccccc1NC(=O)COC(=O)c1cnc(C)cn1 | 1.8 | -0.1 | 1.5 | -0.2 | -1.4 | 3.1 | 0.1 | 2.5 | -10.2 | -0.7
O=S(=O)(NC1=NCCCCCC1)c1cccs1 | 1.0 | 0.3 | 2.0 | 5.8 | 0.3 | -0.2 | -1.5 | 3.1 | -16.8 | -0.2
O=C(CN[C@@H](Cc1c[nH]c2ccccc12)C(=O)NCCc1c[nH]c2ccccc12)NC1CCCCC1 | 3.8 | . | -1.3 | . | . | 4.8 | . | -52.3 | . | -3.4
CC(=O)N(c1ccccc1)C(C)c1nc(C#N)c(C#N)nc1C (stereo not drawn) | -3.5 | -0.1 | -0.6 | 3.7 | -0.8 | -3.1 | -1.1 | 0.2 | -5.3 | -1.3
O=C(NS(=O)(=O)Nc1ccccn1)c1c[nH]c2ccccc12 | -8.0 | -0.4 | 2.1 | 13.1 | 0.8 | -3.3 | 2.3 | 2.4 | -8.3 | 0.8
CN(C)c1ncccc1-c1nc2ccccc2s1 | -350.3 | 2.9 | 4.6 | -7.3 | 1.8 | 4.9 | -4.8 | -0.2 | 0.3 | 1.7
CCCC(NS(=O)(=O)c1ccc(C)cc1)C(=O)O (stereo not drawn) | 2.8 | 4.8 | 1.2 | -1.3 | 1.0 | 3.4 | -2.0 | 3.9 | 0.5 | 1.7
COc1ccc(-c2csc3nc(C)nc(N4CCN(c5ccc(C(C)=O)cc5)CC4)c23)cc1OC | 0.9 | 0.6 | -2.7 | -13.7 | 0.4 | -3.4 | 0.9 | 0.8 | -7.1 | -3.4
O=C(Nc1ccc(N2CCOCC2)c(Cl)c1)C1CCCCC1 | -1.4 | 0.5 | -0.5 | 4.3 | 1.8 | 4.2 | -5.1 | -2.5 | -3.6 | 1.6
COc1ccccc1NC(=O)COc1ccc(Br)cc1CNCCCN1CCOCC1 | -4.7 | 0.1 | -20.5 | -9.3 | -3.0 | 2.9 | -7.2 | -4.1 | 12.8 | -14.6
CCN(CC)C(=O)Cn1cc(C(=O)C(=O)NCC2COc3ccccc3O2)c2ccccc21 (stereo not drawn) | -2.8 | 0.5 | 4.7 | 7.0 | -0.2 | -0.7 | -0.5 | -5.7 | -1.9 | 3.3
O=C1c2cccc3cccc(c23)C(=O)N1CCCN(C(=O)c1cccs1)c1cccc(F)c1 | -3.0 | -0.1 | -5.1 | 11.4 | 1.4 | 12.8 | 0.4 | 11.3 | 0.7 | 0.0
CCN(CC)S(=O)(=O)c1ccc(N(C)CCc2ccc(OC)c(OC)c2)nc1 | 3.7 | 0.8 | 2.3 | -3.1 | 1.0 | -6.9 | -7.9 | -4.3 | -10.0 | 7.0
O=C(Cn1cnc2ccccc21)N/N=C/c1ccccc1 | 5.4 | 0.1 | -0.8 | 4.6 | -1.7 | -1.0 | -2.5 | -3.0 | 17.6 | 0.7
COc1ccc2[nH]c(C)c(CCN3C(=O)C4CC=CCC4C3=O)c2c1 (stereo not drawn) | -9.0 | -0.8 | 0.6 | 6.4 | -1.1 | 4.5 | 2.5 | 1.2 | 8.6 | -0.3
Cc1ccccc1-n1ncc2c1CC(C)(C)CC2NC(=O)C1=CC(=O)CC(C)(C)O1 (stereo not drawn) | -12.2 | 0.9 | 1.0 | 5.5 | 2.2 | 7.4 | -7.3 | -0.8 | -1.0 | 3.9
COc1ccc(C(=O)NCC(=O)OCC(=O)N2CCc3ccccc32)cc1 | -6.4 | 0.9 | -2.4 | -14.5 | 1.5 | 0.9 | -3.4 | -1.1 | -11.8 | 0.9
CCc1ccc(S(=O)(=O)Nc2cc3c(cc2N2CCOCC2)n(C)c(=O)c(=O)n3C)cc1 | -8.0 | -0.4 | -1.7 | 0.2 | 0.4 | -3.5 | 1.9 | 0.6 | -17.2 | -1.3
COc1ccc2c(C)cc(N3CCCCCC3)nc2c1 | -71.0 | -2.7 | -2.4 | -5.6 | -0.9 | 4.2 | -0.7 | -0.5 | -17.6 | -11.1
COc1cc(SC)ccc1C(=O)Nc1nccs1 | 3.6 | 0.0 | -0.4 | 9.3 | 3.5 | -0.4 | 4.1 | 1.4 | -5.5 | -2.3
c1ccc2c(c1)nc1sccn12 | -12.0 | -0.2 | 3.1 | 0.9 | -0.6 | -2.9 | -0.2 | 0.2 | -7.3 | 5.2
NCCCCCc1nnc(SCC(=O)c2ccc(Cl)cc2)o1 | -1.2 | 0.0 | 1.5 | -3.9 | 1.9 | -5.0 | 7.9 | -18.0 | 4.9 | 7.7
CNC(=O)/C(=C/c1ccc2c(c1)OCO2)NC(=O)c1ccc(Br)cc1 | -4.7 | -0.2 | -4.3 | -15.3 | 1.9 | 7.6 | -2.7 | 0.1 | -13.2 | 5.1
O[C@H](COc1ccc(Cl)cc1)CN1CCC(C(O)(c2ccccc2)c2ccccc2)CC1 | 6.9 | 0.6 | -12.4 | . | . | 0.5 | 0.2 | -23.3 | . | -4.0
COc1ccc(-c2nnc3c4ccccc4c(C)nn23)cc1S(=O)(=O)N1CCN(CCO)CC1 | -25.1 | 0.2 | 19.9 | -0.2 | 5.7 | 23.2* | 0.6 | 0.7 | -0.3 | 7.3
Cc1ccc(NCN2C(=O)C3CC=C(Cl)CC3C2=O)cc1 (stereo not drawn) | 5.6 | 0.8 | 2.2 | 0.3 | -0.6 | 0.6 | 2.5 | -3.6 | -0.4 | 4.9
COCCN1CCC(CO)C1 (stereo not drawn) | -10.3 | -0.5 | 0.6 | -2.3 | -1.0 | -0.1 | 2.1 | 6.9 | 0.9 | 2.5
COC(=O)c1ccc(COc2cccnc2[N+](=O)[O-])cc1 | 6.5 | -0.9 | -8.3 | 14.6 | 2.8 | -11.8 | 1.5 | 2.6 | 2.3 | -0.7
Cc1nn(CCCC(=O)Nc2cnn(Cc3ccc(F)cc3)c2)c(C)c1[N+](=O)[O-] | 2.1 | 0.2 | 2.6 | -1.9 | 1.2 | 3.0 | -7.0 | 0.8 | 6.2 | -0.2
Cc1c(C(=O)NCc2ccccn2)sc2nc(-c3ccc(F)cc3)cn12 | -0.8 | -0.7 | 11.5 | 9.9 | 2.2 | 1.2 | 1.3 | -7.0 | -9.4 | 15.2
CC(=O)NC(Cc1ccccc1C)C(=O)NC1CCN(c2ncccc2[N+](=O)[O-])CC1 (stereo not drawn) | -3.9 | -0.3 | -9.9 | -23.9 | . | 9.0 | -6.7 | 0.1 | -10.8 | -4.4
COCCC(=O)N1CCCC(C(=O)c2ccc(C(F)(F)F)cc2)C1 (stereo not drawn) | 2.8 | -0.7 | 2.5 | -1.9 | 0.1 | -1.6 | -4.5 | 5.0 | 1.6 | 5.9
COc1ccccc1-c1nc(-c2ccc(C)nc2OC)no1 | -13.1 | -0.1 | 0.5 | -5.7 | 8.8* | 0.1 | -4.8 | -4.0 | 12.0 | -3.1
C/C(=N\O)C(=O)NCCCn1ccnc1 | 3.1 | -0.1 | -3.7 | 12.7 | -0.3 | -5.6 | 0.9 | 0.1 | -3.1 | 1.0
CCOc1ccc2nc(Cl)c(/C=C/C(=O)c3ccco3)cc2c1 | -2.0 | -0.5 | -1.9 | -3.7 | -0.5 | -5.6 | 4.9 | 2.1 | 1.9 | -10.0
COCCNC(=S)NC12CC3CC(CC(C3)C1)C2 | 9.4 | -0.2 | -0.6 | 8.5 | -2.8 | -3.7 | -4.4 | 2.0 | -8.0 | -6.5
Cc1ccccc1C1c2[nH]c3ccccc3c2C[C@H]2C(=O)N(c3ccccc3C(=O)NCCN3CCOCC3)C(=O)N12 (stereo partly drawn) | -18.2 | 1.7 | 2.0 | 6.5 | -6.9 | -8.7 | 4.8 | -13.3 | -0.9 | 4.7
Cc1ccc(NC(=O)Cn2cc(C(=O)C3CC3)c3ccccc32)cc1 | -3.5 | -0.4 | -1.0 | 4.6 | -1.1 | 1.7 | -1.4 | -1.1 | 8.9 | -4.3
CN(C)c1cc[n+](CC[n+]2ccc(N(C)C)cc2)cc1 | -3.8 | 0.6 | -2.6 | -9.4 | 1.6 | 0.8 | -3.0 | 7.8 | -1.9 | 3.1
O=C(c1ccc2c(c1)OCO2)N(Cc1cccs1)C1(C(=O)NC2CCCCC2)CCCCC1 | 1.6 | 0.6 | -40.3 | 0.6 | 2.8 | -2.9 | -2.1 | -0.7 | 4.2 | -14.7
Cc1cccc(-c2c(O)cc(=O)[nH]c2Cl)c1 | -1.5 | -0.1 | 2.6 | 2.2 | -0.6 | 4.8 | 8.3 | -34.8 | -3.7 | -0.5
COCCNC(=O)c1cc(Br)ccc1Cl | -4.9 | 0.1 | 2.7 | -0.1 | -2.7 | -4.2 | 0.5 | 0.7 | 2.7 | 0.7
Cn1c(=O)n(CC(=O)O)c(=O)c2c1nc1n2CCS1 | -3.6&4.3 | 0.0&0.7 | 3.4&-3.4 | 4.9&8.8 | 0.4&-0.2 | -0.9&0.6 | -1.0&2.4 | -5.3&-4.3 | 19.3&6.2 | 0.0&4.7
O=C(Cn1[nH]c(=O)c2ccccc2c1=O)OCC(=O)N(Cc1ccccc1)Cc1ccccc1 | 11.9 | 0.0 | -8.7 | -10.2 | -1.2 | -3.2 | -3.5 | 4.0 | 8.4 | -4.4
CCOC(=O)c1c(NC(=O)C2CCN(S(=O)(=O)c3cccs3)CC2)sc(C)c1C | 7.9 | 0.0 | -5.1 | 11.7 | 0.1 | -7.5 | -0.5 | -0.9 | -1.9 | -4.2
CC(C)Cn1cnc2c1c(=O)n(CC(=O)NN)c(=O)n2Cc1ccccc1 | -13.9 | -1.0 | 4.8 | 5.7 | -1.1 | -8.2 | 3.2 | -6.7 | -2.7 | 4.6
COc1ccc(C(O)c2ncc(-c3cccc4ccccc34)[nH]2)cc1F (stereo not drawn) | -80.7 | -0.7 | -5.8 | 4.3 | -0.1 | 11.6 | 3.6 | -8.0 | 9.3 | 1.6

Bioassay records: PubChem, several laboratories

Compounds were not picked by outcome; overall some 4.5% were active at least once.
